Screening data: PubChem BioAssay, several laboratories
aDG glyco up = increases alpha dystroglycan glycosylation | Pro5-aDG cells, alpha-DG glycosylation AlphaScreen (IIH6); 0% Pro5, 100% B10-LARGE cell signal | activation, % at 10 µM | hit rate 0.22% among 360,000 | AID 624168;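 active = activation of at least 8% versus controls, or a plate z-score of at least 8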;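 also: Pro5 are CHO cells carrying HIG-tagged alpha-DG that lacks glycosylation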
MITF TRPM1 inh = inhibitors of MITF-driven TRPM1 promoter in melanoma cells | SK-MEL-5 TRPM1 promoter luciferase, 24 h | AID 488899 | inhibition, % at 12.5 µM | hit rate 0.83% among 330,000;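 active = mean inhibition across replicates of 60% or more, whatever share of single replicates reaches that level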; also: values of inactives mirror those of a sister screen read the other way
hiPSC survival = hiPSC single-cell survival enhancement | ATPlite luminescence; 100% = ROCK inhibitor wells, 0% = DMSO | survival enhancement, % at 20 µM | hit rate 0.044% among 360,000 | AID 602274; in the data active = survival enhancement above about 18%;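 also: cells exposed to compounds for 16 hours before the ATP read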
HIF-2a block = HIF-2a inhibition; 786-0 RCC cells HIF-2a reporter, luciferase luminescence, overnight; inhibition, % at 18.8 µM; hit rate 0.72% among 360,000; AID 624352;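 active = inhibition of the luminescence signal of 40% or more relative to plate controls, in a single-dose primary screen at 18.75 µM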
Peg3 promoter = inhibitors of Peg3 promoter; HeLa PEG-Prom luciferase reporter, luminescence, overnight; inhibition, % at 20 µM; hit rate 1.7% among 360,000; AID 588405;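 active = inhibition of at least 50% at 20 µM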
PDI turbidity = blocks human protein disulfide isomerase activity; AID 588391; hit rate 0.052% among 350,000; P07237; PDI insulin aggregation turbidity, A650, 90 min; inhibition, % at 10 µM;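 active = mean inhibition across replicates of 30% or more, whatever share of single replicates reach that level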;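 also: absorbance from insulin aggregation driven by PDI reduction with DTT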
Target sequence (P07237 whole entry, looked up): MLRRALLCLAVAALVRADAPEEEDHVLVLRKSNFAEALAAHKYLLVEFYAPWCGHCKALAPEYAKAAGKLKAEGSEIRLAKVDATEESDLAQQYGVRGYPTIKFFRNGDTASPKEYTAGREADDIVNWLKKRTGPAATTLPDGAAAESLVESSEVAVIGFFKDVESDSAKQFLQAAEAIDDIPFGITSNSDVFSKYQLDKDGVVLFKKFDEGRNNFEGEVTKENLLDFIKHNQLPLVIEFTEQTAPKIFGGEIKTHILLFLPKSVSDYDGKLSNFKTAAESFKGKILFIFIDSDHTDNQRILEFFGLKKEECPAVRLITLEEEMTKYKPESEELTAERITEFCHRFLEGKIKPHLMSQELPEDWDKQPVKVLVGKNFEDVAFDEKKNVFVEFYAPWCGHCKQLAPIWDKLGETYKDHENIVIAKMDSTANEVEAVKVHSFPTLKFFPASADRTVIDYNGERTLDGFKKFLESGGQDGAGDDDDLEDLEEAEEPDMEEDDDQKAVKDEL
Exocytosis inh = lytic granule exocytosis inhibition; inhibition, % at 10 µM; TALL-104 LAMP-1 surface exposure, flow cytometry; cells stimulated with thapsigargin and PMA; hit rate 0.66% among 360,000; AID 651702;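 active = inhibition above about 55%, limit read from the data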
CaV13 ICDI inh = Disruptors of the CACNA1D IQ motif to Ca2+-dependent inactivation inhibitor domain association, primary screening, Förster resonance energy transfer in intact living … | HEK cells, CFP/YFP FRET ICDI-IQ, plate reader, 10 min; percent FRET-ratio fall versus neutral wells | hit rate 0.098% among 340,000 | inhibition, % at 12.3 µM;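 active = mean replicate inhibition of at least 30% and at least 1% of replicates passing that level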;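 also: 0% = median of the neutral control wells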
NR2E3 ag-1 = agonists of human NR2E3 nuclear receptor | CHO-S Gal4-NCOR/VP16-NR2E3 two-hybrid, luciferase | inhibition of corepressor binding, % at 3.98 µM | hit rate 0.35% among 360,000 | AID 602229;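 active = inhibition above the mean of all tested compounds plus 3 SD, cut at about 70% in these data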;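 also: 0% = DMSO with NR2E3 transfected cells and 100% = cells lacking NR2E3 construct; higher means lower luciferase signal from less NR2E3 corepressor binding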
Target sequence (Q9Y5X4 whole entry, looked up, the tested form may be a part): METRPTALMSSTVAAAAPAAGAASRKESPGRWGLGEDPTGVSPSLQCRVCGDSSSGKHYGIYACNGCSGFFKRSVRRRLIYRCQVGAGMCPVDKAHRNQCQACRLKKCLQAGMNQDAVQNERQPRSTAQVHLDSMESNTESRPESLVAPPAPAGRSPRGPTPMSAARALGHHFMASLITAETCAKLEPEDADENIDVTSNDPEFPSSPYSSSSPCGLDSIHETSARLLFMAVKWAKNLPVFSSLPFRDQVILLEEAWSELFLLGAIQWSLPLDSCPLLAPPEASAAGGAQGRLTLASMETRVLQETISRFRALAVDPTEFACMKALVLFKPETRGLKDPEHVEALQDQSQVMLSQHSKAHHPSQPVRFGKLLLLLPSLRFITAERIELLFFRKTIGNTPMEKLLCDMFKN
Vif inh = blocks HIV Vif function; hit rate 0.35% among 340,000; inhibition, % at 7.49 µM; HEK293T cells, Vif self-association by quenched fluorescence, imaging, 24 h; in the data active = inhibition above about 50%, passing the limit was not always enough; also: some results filed as inactive read as strong as hits
NR2E3 ag-2 = agonists of human nuclear receptor NR2E3; GST-NR2E3/biotin-RetCOR TR-FRET, 1536-well; inhibition of corepressor binding, % at 4.78 µM; hit rate 0.12% among 320,000; AID 2300;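 active = percent inhibition above the cutoff of mean plus 3 SD of all tested compounds, set per screening campaign, cut at about 20% in these data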;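 also: 0% = DMSO wells and 100% = biotin wells as full block of FRET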
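System: GST-NR2E3 and biotin-RetCOR proteins; probe or stimulus: 7 nM biotin-RetCOR; doses: compound at 4.8 µM, single dose; schedule: Compound–protein incubation for 5 h at 4 °C; detection: time-resolved FRET; read-out: percent inhibition; controls: biotin wells as high control, 0.6% DMSO wells as low control; format: 1536-well plates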
Active calls of the source: *; . = not tested or not shown.

no.	mol	NR2E3 ag-1	aDG glyco up	CaV13 ICDI inh	PDI turbidity	MITF TRPM1 inh	Exocytosis inh	hiPSC survival	Vif inh	Peg3 promoter	HIF-2a block	NR2E3 ag-2
1	COC(=O)C1=CNC=C(C(=O)OC)C1c1ccc(C(=O)OC)cc1	-3	0.0	-5	-6	9	-3	1.1	5	1	-3	-3
2	CCOC(=O)N1CCN(C(=O)COc2ccc(S(=O)(=O)NCc3ccccc3)cc2)CC1	-2	-0.3	.	9	13	0	1.7	-2	24	21	0
3	Cc1cccc(NC(=O)C2CCCN(C(=O)Nc3ccc(F)cc3)C2)c1C (stereo not given)	-26	0.0	-5	-17	-5	14	-0.7	-5	8	8	0
4	COC(=O)CC(c1ccc(C#N)cc1)n1c(C)ccc1C (stereo not given)	-18	-0.1	-8	2	18	-6	-0.4	19	-10	7	-1
5	CCOC(=O)c1[nH]c2ccccc2c1NC(=O)c1cc(OC)c(OC)c(OC)c1	3	-0.1	.	7	15	0	-0.4	1	6	-8	-3
6	Cc1cc(C)n2c(Nc3ccc4c(c3)OCCO4)c(-c3cc4ccccc4o3)nc2n1	29	-0.1	-5	.	.	20	-1.0	.	.	-21	.
7	Fc1ccc(CNC(=S)Nc2ccccc2F)cc1	-23	0.9	-2	-3	-1	-3	-0.4	1	-7	-45	-1
8	O=C(/C=C/[C@H]1O[C@@H](n2ccc(=O)[nH]c2=O)[C@H](O)[C@@H]1O)NCCc1c[nH]c2ccccc12	5	0.2	-3	.	.	-3	-0.1	2	5	5	.
9	Cc1cccc(N2CCN(C(=O)c3cccc(S(=O)(=O)N4CCCCC4)c3)CC2)c1C	-16	1.2	-8	10	13	21	-1.0	-8	30	14	.
10	CCc1ccc(CN(C(=O)c2oc3ccccc3c2C)C2CCS(=O)(=O)C2)cc1 (stereo not given)	-13	0.2	-6	.	-4	-11	-3.4	-3	19	6	-4
11	COc1cc(C(c2sc3ncnn3c2O)N2CCN(c3ccccc3F)CC2)cc(OC)c1OC (stereo not given)	-15	0.0	-3	.	-3	16	1.4	1	-9	-6	-1
12	CCCCOc1ccc(-c2nc(/C=N/c3nccs3)c(O)o2)cc1	-24	0.1	.	-1	-17	2	1.4	-7	-54	-12	-4
13	COc1ccc(OCC(=O)Nc2ccc3c(c2)C(=O)NC3=O)cc1	8	0.1	-4	9	-2	-1	3.3	1	-2	-7	1
14	NC(=O)COC(=O)c1sc2cc(F)ccc2c1Cl	-22	-0.4	-3	0	-14	-5	0.1	16	10	8	0
15	C=CCN1C(=O)CS/C1=C(\C#N)S(=O)(=O)c1ccc(C)cc1	-30	0.3	.	-4	1	7	1.7	8	10	10	-2
16	O=C(Nc1ccc2c(c1)OCCO2)C1c2ccccc2OCC(=O)N1CCCN1CCOCC1 (stereo not given)	-10	-0.3	-5	.	.	-4	-0.8	.	.	-1	.
17	O/N=C1\CCc2cc(Cl)ccc21	-11	-0.1	.	7	5	-4	0.4	-8	-11	-2	2
18	CCSc1nc(N)nc2c1ncn2C1OC(CO)C(O)C1O (stereo not given)	-40	0.2	-5	-3	-1	1	-0.7	-3	-16	2	.
19	Cc1ccc(C(=O)N2CCCC(c3nc4c(nnn4Cc4ccccc4)c(=O)[nH]3)C2)cc1 (stereo not given)	-3	-0.1	-5	9	-2	-4	3.1	-1	16	-1	0
20	CCOc1ccc(-c2nc(CSCC(=O)NCCN3CCOCC3)c(C)o2)cc1	42	2.3	-4	-1	1	-5	-3.1	-4	-11	-22	-1
21	CSc1cccc(-n2cc(-c3ccc4c(c3)OCO4)[nH]c2=O)c1	-207	-0.5	.	7	-11	-8	-1.7	18	-185	-189	9
22	CC(C)OC(=O)CSc1nnc(C2CCCCC2)n1N	-20	0.0	1	-4	14	0	2.5	-9	8	13	3
23	Cc1nc(NCCN2CCOCC2)c2nnn(Cc3c(F)cccc3Cl)c2n1	3	-0.1	-5	-2	4	6	-0.5	1	12	-1	-2
24	O=S(=O)(c1ccc(F)c(F)c1)N1CCN(S(=O)(=O)c2cccs2)CC1	-26	-0.2	-6	0	-7	-3	-0.3	0	5	11	4
25	CCOC(=O)c1cn(CC)c2cc(N3CCCCC3)c(F)cc2c1=O	22	-0.7	-4	-5	-5	-1	-1.3	7	13	23	1

Seven compounds drawn at random from those above:
no.	mol	NR2E3 ag-1	aDG glyco up	CaV13 ICDI inh	PDI turbidity	MITF TRPM1 inh	Exocytosis inh	hiPSC survival	Vif inh	Peg3 promoter	HIF-2a block	NR2E3 ag-2
22	CC(C)OC(=O)CSc1nnc(C2CCCCC2)n1N	-20	0.0	1	-4	14	0	2.5	-9	8	13	3
20	CCOc1ccc(-c2nc(CSCC(=O)NCCN3CCOCC3)c(C)o2)cc1	42	2.3	-4	-1	1	-5	-3.1	-4	-11	-22	-1
12	CCCCOc1ccc(-c2nc(/C=N/c3nccs3)c(O)o2)cc1	-24	0.1	.	-1	-17	2	1.4	-7	-54	-12	-4
13	COc1ccc(OCC(=O)Nc2ccc3c(c2)C(=O)NC3=O)cc1	8	0.1	-4	9	-2	-1	3.3	1	-2	-7	1
23	Cc1nc(NCCN2CCOCC2)c2nnn(Cc3c(F)cccc3Cl)c2n1	3	-0.1	-5	-2	4	6	-0.5	1	12	-1	-2
5	CCOC(=O)c1[nH]c2ccccc2c1NC(=O)c1cc(OC)c(OC)c(OC)c1	3	-0.1	.	7	15	0	-0.4	1	6	-8	-3
6	Cc1cc(C)n2c(Nc3ccc4c(c3)OCCO4)c(-c3cc4ccccc4o3)nc2n1	29	-0.1	-5	.	.	20	-1.0	.	.	-21	.

(next part)
no.	mol	NR2E3 ag-1	aDG glyco up	CaV13 ICDI inh	PDI turbidity	MITF TRPM1 inh	Exocytosis inh	hiPSC survival	Vif inh	Peg3 promoter	HIF-2a block	NR2E3 ag-2
26	CCc1nc2c(OC)cccn2c1N(C)C(=O)c1ccccc1F	2	-0.1	-15	5	.	-4	0.3	3	-8	10	.
27	CC(C(=O)Nc1ccncc1)(c1ccccc1)c1ccccc1	-1	0.3	3	3	2	-2	1.1	0	7	25	-3
28	O=C(CCc1nnc(Cc2ccc(-c3ccccc3)cc2)o1)NCC1CC1	7	0.5	-6	-1	-2	7	0.6	-13	-10	-7	-2
29	Cc1c(Br)cccc1NC(=O)C1(C)CCN1Cc1ccc(OC(C)C)cc1 (stereo not given)	-21	0.3	-6	2	.	-1	2.0	-6	15	10	.
30	Cc1nc(CN2C(=O)C3(CCC3)ON=C2c2cccc(Cl)c2)cs1	-45	-0.1	24	0	.	-5	-0.2	0	-1	7	.
31	CCC(=O)n1nc(-c2ccc(OC)cc2)nc1NCc1cccs1	-1	0.0	.	2	-29	3	-0.9	8	-113	-215	.
32	Cc1cccc(C)c1NC(=O)CS(=O)CC(=O)Nc1ccc(N2CCOCC2)cc1 (stereo not given)	-16	0.0	-2	-89	1	-6	-0.2	12	8	-2	3
33	Cc1csc(NC(=O)CSc2nc3ccccc3c3c2CCCC3)n1	-33	0.0	-5	4	-27	4	0.7	-8	17	8	3
34	CCOc1ccc(NC(=O)CN(C)C(=O)CCCOc2ccc(Br)cc2)cc1OCC	7	0.1	-5	-6	8	-2	0.1	-3	7	4	0
35	Cc1ccc(CN2C(=O)C(=O)c3cc(C)ccc32)cc1	2	0.3	7	-1	-1	0	-1.1	-1	-12	-24	.
36	COc1cc(C(=S)N2CCOCC2)ccc1OC(=O)/C=C/c1ccco1	6	0.8	-7	2	-3	-2	-0.5	0	-5	7	2
37	CC(C)(CNCC(O)c1ccccc1)N1CCOCC1 (stereo not given)	-11	0.0	-1	-3	9	-1	-1.6	-4	-48	-65	0
38	Cc1cccc(N2CCN(C(=O)C34CC5CC(CC(C5)C3)C4)CC2)c1C	-25	0.1	-5	6	9	0	-0.4	.	16	24	2
39	O=C(CNC(=O)c1cccs1)OCC(=O)c1ccc(Cl)cc1	-21	0.1	-3	-4	-4	-4	0.2	7	14	8	6
40	COc1ccc(C(C)(NC(C)=O)c2nc(-c3ccc(F)c(Cl)c3)cs2)cc1 (stereo not given)	-27	0.0	-6	-1	.	0	-0.7	-4	42	13	.
41	Cc1cc(C)nc(SCC2COc3ccccc3O2)n1 (stereo not given)	-32	0.4	-4	-4	-34	-1	1.7	2	-73	-141	7
42	O=C(CSc1nnc2ccccn12)NC(=O)c1ccccc1	-2	0.2	-2	-7	-15	-2	0.8	4	21	11	0
43	O=C(Nc1ccccc1C1CC1)c1cccs1	4	0.0	.	-4	0	-3	-0.4	12	-11	9	4
44	CCOC(=O)c1ccc(NC(=O)NCCc2ccccc2OC)cc1	-22	0.1	-4	-2	-4	0	-1.1	-1	0	11	-4
45	O=C(Nc1ccc2c(c1)OCO2)C1CCN(S(=O)(=O)Cc2ccccc2)CC1	-1	-0.1	.	-3	1	-1	-3.2	-2	22	10	2
46	Cc1c(-c2ccccc2)nc2ccccc2c1C(=O)NCc1cccs1	4	0.1	-5	-1	1	-6	0.6	.	19	12	3
47	CC(=O)Nc1cccc(O)c1	1	0.0	.	.	3	-2	3.3	-7	-5	5	2
48	O=C(COC(=O)C1CC2CCCC(C1)C2=O)Nc1ccc(F)c(Cl)c1 (stereo not given)	0	-0.2	-5	1	3	-15	0.0	-2	-8	10	.
49	CCc1ccc(Nc2nnc(SCC(=O)NC(=O)CN3CCCC3=O)s2)cc1	-35	0.1	-2	-4	-20	-2	0.6	41	-57	-58	4
50	COc1cc2oc(-c3ccc(O)cc3)cc(=O)c2c(OC)c1O	-27	-0.3	-18	-14	2	17	1.9	-4	-12	-12	.

Continuation:
no.	mol	NR2E3 ag-1	aDG glyco up	CaV13 ICDI inh	PDI turbidity	MITF TRPM1 inh	Exocytosis inh	hiPSC survival	Vif inh	Peg3 promoter	HIF-2a block	NR2E3 ag-2
51	CCn1c(SCC(=O)Nc2ccccc2Br)nnc1-c1cnccn1	6	0.0	-5	-2	2	-4	1.6	-5	2	0	1
52	COCCN1C(=O)/C(=C/c2cc3c(cc2Br)OCO3)NC1=S	1	0.0	-4	9	-6	10	-1.8	-5	10	11	-2
53	Cc1nc2sccn2c(=O)c1Br	-18	0.1	-6	3	-4	-4	-2.4	-1	2	12	-1
54	C=CC[C@@H](CC(=O)N[C@@H](CO)Cc1ccccc1)C(=O)N[C@H](COC(=O)[C@@H](CC=C)CC(=O)OC(C)(C)C)Cc1ccccc1	6	0.1	-5	-5	-3	-2	-1.6	-7	13	2	.

Entries of single compounds from above:
Results for `CCn1c(SCC(=O)Nc2ccccc2Br)nnc1-c1cnccn1` : NR2E3 ag-1 = 6; aDG glyco up = 0.0; CaV13 ICDI inh = -5; PDI turbidity = -2; MITF TRPM1 inh = 2; Exocytosis inh = -4; hiPSC survival = 1.6; Vif inh = -5; Peg3 promoter = 2; HIF-2a block = 0; NR2E3 ag-2 = 1
Results for `C=CC[C@@H](CC(=O)N[C@@H](CO)Cc1ccccc1)C(=O)N[C@H](COC(=O)[C@@H](CC=C)CC(=O)OC(C)(C)C)Cc1ccccc1` : NR2E3 ag-1 = 6; aDG glyco up = 0.1; CaV13 ICDI inh = -5; PDI turbidity = -5; MITF TRPM1 inh = -3; Exocytosis inh = -2; hiPSC survival = -1.6; Vif inh = -7; Peg3 promoter = 13; HIF-2a block = 2; NR2E3 ag-2 = .
